VIM-2 inhibitor: blocks Pseudomonas aeruginosa VIM-2 metallo-beta-lactamase; purified VIM-2, nitrocefin hydrolysis, epi-absorbance fluorescence; inhibition, % at 5.6 µM; actives 0.89% (n = 290,000); AID 1527;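 active means inhibition above the mean of all tested compounds plus 3 SD, cutoff set per screening run, cut at about 7.5% in these data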;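 further: red hydrolysis product quenches plate fluorescence so inhibitors raise well fluorescence; 0% = enzyme with DMSO and 100% = DMSO without enzyme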
SUMO HTRF inh: blocks human SUMOylation mediated by UBC9; inhibition, % at 35 µM; actives 0.36% (n = 290,000); AID 2006; HTRF SUMOylation assay, SAE1/SAE2 + UBC9, in vitro; P63279; in the data active means inhibition above about 50%, passing the limit was not always enough; further: strong numbers were not always called active
Target sequence (P63279 whole entry, looked up): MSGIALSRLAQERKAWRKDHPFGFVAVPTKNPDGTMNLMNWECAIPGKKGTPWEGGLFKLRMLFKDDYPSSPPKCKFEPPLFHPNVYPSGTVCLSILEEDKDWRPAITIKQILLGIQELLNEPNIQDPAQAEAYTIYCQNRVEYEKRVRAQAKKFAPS
MEKK2mut PB1 HTS: signal of MEK5 binding to mutant human MEKK2 PB1 domain; bead flow cytometry, Alexa488-MEK5 binding to MEKK2 mutant; percent response, % at 10 µM; actives 0.35% (n = 290,000); AID 1530; in the data active means percent response above about 24%, passing the limit was not always enough; further: inactives centre near 1; some results filed as inactive read as strong as hits
PfM18AAP inh: PfM18AAP enzyme inhibition; actives 1.2% (n = 290,000); inhibition, % at 7.35 µM; recombinant PfM18AAP, H-Glu-NHMec fluorogenic cleavage;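 active means inhibition above the campaign mean inhibition over all tested compounds plus 3 SD, cut at about 28% in these data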;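 further: 0% = plate median of test compound wells and 100% = 2 mM ZnCl2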
NS3 helicase inh: inhibitors of Hepatitis C virus NS3 helicase | NS3 helicase DNA unwinding, Cy5 molecular beacon fluorescence | inhibition, % at 10.9 µM | actives 0.56% (n = 290,000);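 active means inhibition above the mean of all tested compounds plus 3 SD, set per campaign, cut at about 35% in these data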;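 further: 0% = DMSO wells and 100% = thioflavine S control wells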
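Measured by: Cy5 fluorescence, 0 and 60 min reads / Assay system: NS3 helicase fragment of HCV / Control set: low DMSO, high thioflavine S at 110 µM / Times: 1 h reaction at 25 °C, ATP-initiated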
IMP-1 inh: inhibitors of Pseudomonas aeruginosa IMP-1 metallo-beta-lactamase. purified IMP-1, nitrocefin hydrolysis, epi-absorbance fluorescence. inhibition, % at 5.6 µM. actives 0.45% (n = 290,000);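 active means inhibition above the mean plus 3 SD of all compounds in the same screening run, cut at about 4.5% in these data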;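 further: 0% = IMP-1 with DMSO and 100% = DMSO wells lacking enzyme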
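System: Purified IMP-1 | Read-out basis: Percent enzyme inhibition | Controls: IMP-1 with DMSO as 0%, enzyme-free DMSO as 100% | Replicates: One well per compound | Doses: 5.6 µM nominal single concentration | Detection: Epi-absorbance fluorescence, 480 nm excitation, 530 nm emission | Incubation: 25 °C, 15 min preincubation, 25 min reaction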
DNA FID counter: counter-screen for HCV NS3 helicase inhibitors: DNA intercalator displacement. DNA fluorescent intercalator displacement, fluorescence. inhibition, % at 7.9 µM. actives 0.17% (n = 290,000). AID 1845; in the data active means inhibition above about 37%;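 further: 0% = vehicle and 100% = reference compound; higher means more ethidium bromide displaced from hairpin DNA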
MEKK2wt PB1 HTS: raises or lowers MEK5 binding to wildtype human MEKK2 PB1 domain; Q9Y2U5; bead flow cytometry, Alexa488-MEK5 binding to MEKK2 WT; actives lie on both sides; AID 1531; binding response (% of control), % at 10 µM; actives 1.1% (n = 290,000); in the data active means binding response below about 67% or above about 130%
NALP1 inh: NALP1 inhibition. S. cerevisiae NALP1/ASC/caspase-1 growth, X-gal OD620, 72 h. inhibition, % at 10 µM. actives 0.61% (n = 280,000). AID 2071; in the data active means inhibition mostly above about 24%, no sharp cut-off; inactive means mostly below about 32%; further: some compounds called inactive have numbers as strong as hits
* marks the source's active call; other numbers are inactive results; . = not tested or not shown.

SMILES | VIM-2 inhibitor | SUMO HTRF inh | MEKK2mut PB1 HTS | PfM18AAP inh | NS3 helicase inh | IMP-1 inh | DNA FID counter | MEKK2wt PB1 HTS | NALP1 inh
CN(C)C1(CNC(=O)C2CCN(S(=O)(=O)c3ccccc3C(F)(F)F)CC2)CCCCC1 | -2.5 | -0.5 | 6.0 | -1.4 | -3.2 | -2.4 | 8.4 | 106.0 | 17.9
CCOc1ccc(C(=O)N(c2ccccn2)C2CCCCC2)cc1 | -3.4 | -20.8 | -1.0 | -5.8 | 4.2 | -2.7 | -24.2 | 100.0 | -11.0
O=C(Cc1cccs1)Nc1nc2c(ccc3ccccc32)s1 | -3.6 | -0.9 | 3.0 | -2.4 | 1.6 | -3.2 | 1.7 | 96.0 | 14.7
COc1ccccc1NC(=O)CSc1nc2c(oc3ccccc32)c(=O)n1C | 5.3 | . | -10.0 | -4.9 | 7.1 | 0.3 | -4.3 | 100.0 | -1.7
Cc1ccc2c3c(c(SCC(=O)Nc4nonc4C)nc2c1)CCCC3 | -0.4 | -35.0 | 6.0 | -4.0 | -2.7 | -2.8 | 0.5 | 101.0 | 11.7
COc1ccc(C(=S)N2CCN(c3ccccc3Cl)CC2)cc1OC | 0.4 | 4.4 | -5.0 | 13.1 | 8.0 | -0.7 | -22.1 | 93.0 | -12.2
O=Cc1cccn1-c1ccc2ccccc2c1 | -2.4 | 16.6 | 1.0 | -11.0 | 2.3 | -2.2 | 0.1 | 99.0 | 21.8
O=C(CC12CC3CC(CC(C3)C1)C2)NCC(=O)OCc1cc(=O)oc2ccc3ccccc3c12 | -1.5 | -4.7 | 7.0 | -4.8 | 1.6 | -1.2 | -4.7 | 110.0 | 21.4
Cc1nc2sc(C(c3ccco3)N3CCN(c4ccc(F)cc4)CC3)c(O)n2n1 (stereo not drawn) | 0.0 | 9.4 | 11.0 | -1.6 | 5.0 | -2.8 | -29.4 | 89.0 | 14.0
COCCCN(C(=S)NC(=O)c1ccc(Br)cc1)c1c(N)n(Cc2ccccc2)c(=O)[nH]c1=O | -3.4 | 13.2 | -7.0 | 3.1 | 5.9 | -2.9 | -30.6 | 94.0 | 2.9
Cn1c(CCNC(=O)c2ccccc2)nc2ccccc21 | -5.5 | 17.8 | -3.0 | -1.6 | 2.4 | -8.2 | 0.1 | 90.0 | -6.4
O=C(c1cccc(-n2cccc2)c1)N1CCN(S(=O)(=O)c2ccc(F)cc2)CC1 | -4.1 | 27.4 | 5.0 | 14.4 | 77.0* | -1.6 | -28.7 | 98.0 | 18.0

The last 3 entries of the section before open the next one:
SMILES | VIM-2 inhibitor | SUMO HTRF inh | MEKK2mut PB1 HTS | PfM18AAP inh | NS3 helicase inh | IMP-1 inh | DNA FID counter | MEKK2wt PB1 HTS | NALP1 inh
COCCCN(C(=S)NC(=O)c1ccc(Br)cc1)c1c(N)n(Cc2ccccc2)c(=O)[nH]c1=O | -3.4 | 13.2 | -7.0 | 3.1 | 5.9 | -2.9 | -30.6 | 94.0 | 2.9
Cn1c(CCNC(=O)c2ccccc2)nc2ccccc21 | -5.5 | 17.8 | -3.0 | -1.6 | 2.4 | -8.2 | 0.1 | 90.0 | -6.4
O=C(c1cccc(-n2cccc2)c1)N1CCN(S(=O)(=O)c2ccc(F)cc2)CC1 | -4.1 | 27.4 | 5.0 | 14.4 | 77.0* | -1.6 | -28.7 | 98.0 | 18.0
CSCCCN1CCCC(CO)(Cc2ccccc2F)C1 (stereo not drawn) | 1.1 | -6.3 | 2.0 | -2.4 | -1.0 | -0.7 | 5.9 | 107.0 | 32.5
O=C(NC1CCCC1)c1ccccc1-c1nc2ccccc2[nH]1 | -2.1 | -3.8 | 6.0 | 0.3 | 5.6 | 0.3 | -5.4 | 93.0 | -20.2
Cc1ccccc1-n1c(C)nnc1SCc1nc2ccccc2s1 | -2.3 | 2.9 | -5.0 | 7.8 | 11.8 | -3.7 | -31.8 | 92.0 | -11.0
COc1ccccc1C(C#N)c1cccc(Cl)n1 (stereo not drawn) | 1.6 | -3.1 | 4.0 | 0.6 | -12.3 | -1.8 | -7.1 | 103.0 | -0.7
CC(=O)n1cc(CO)c2ccccc21 | -1.8 | 8.1 | 1.0 | 5.9 | -6.1 | -1.8 | -3.4 | 100.0 | 3.4
CC(C)c1ccccc1OCCCN1CCCC1 | -0.8 | 1.9 | 7.0 | 5.2 | -10.7 | -1.6 | 7.6 | 111.0 | 3.7
O=C(/C=C\Nc1ccc2c(c1)OCO2)c1ccc(Cl)s1 | 2.4 | 16.7 | -12.0 | 5.4 | 17.5 | -0.7 | -2.1 | 73.0 | -14.0
CCCN1C(=O)c2cc(C(=O)O)ccc2C1O (stereo not drawn) | -3.8 | 21.7 | 6.0 | 1.2 | 11.8 | -3.4 | -0.6 | 103.0 | 14.1
COc1cc(OC)cc(-c2cn[nH]c2N)c1 | -2.0 | 12.3 | -1.0 | -5.0 | 2.6 | -4.2 | -11.8 | 98.0 | -14.9
CN(Cc1ccccc1)c1ccc(S(=O)(=O)N2CCOCC2)cn1 | -2.9 | 0.0 | 3.0 | -4.0 | -0.1 | -3.2 | -14.3 | 103.0 | 1.1
O=S(=O)(c1ccccc1)c1nc(-c2ccco2)oc1NCc1ccco1 | -2.1 | -7.6 | -1.0 | 0.3 | 2.2 | 0.2 | -5.8 | 102.0 | -2.2
CC(CN1CCCCC1)OC(=O)C1c2ccccc2Oc2ccccc21 (stereo not drawn) | -1.8 | -19.0 | 1.0 | 3.2 | -11.3 | -4.1 | 0.8 | 107.0 | 1.2
Cc1nn(C)c(Oc2cccc(Cl)c2)c1C#N | -1.5 | 4.3 | 5.0 | -23.4 | 2.6 | -1.6 | -3.0 | 105.0 | -7.7
C[n+]1cc[nH]c1SCC(=O)c1ccc(Cl)cc1 | 1.7 | 23.9 | -4.0 | -4.3 | 13.4 | -0.7 | -4.1 | 88.0 | 5.7
O=C(NCCCN1CCCC1)c1ccc2c(c1)N(Cc1cccc(Cl)c1)C(=O)c1ccccc1S2=O (stereo not drawn) | 1.0 | 5.8 | 8.0 | -10.1 | -86.2 | -1.5 | 18.2 | 126.0 | 30.3
CCS(=O)(=O)Nc1cccc(C2=NN(S(=O)(=O)c3ccc(F)cc3)C(c3cccs3)C2)c1 (stereo not drawn) | -2.1 | -16.8 | 2.0 | 3.6 | -16.9 | -2.8 | -13.8 | 101.0 | 33.0
O=S(=O)(c1ccc(N2CCOCC2)c(Cl)c1)N1CCOCC1 | -4.0 | 4.9 | -1.0 | -3.6 | -14.9 | -4.0 | -9.4 | 97.0 | -8.5
COc1ccc(CC(=O)Nc2ncc([N+](=O)[O-])s2)cc1OC | -3.0 | -5.0 | -10.0 | -3.1 | 15.6 | -4.3 | 5.3 | 85.0 | 2.4
COC(=O)C1=CN(CC2CCCO2)C=C(C(=O)OC)C1c1ccccc1C(F)(F)F (stereo not drawn) | 0.5 | 15.2 | 2.0 | -4.6 | -1.6 | 0.2 | -16.2 | 109.0 | 6.8
Cc1nn(CC(=O)N(C)Cc2ccc(F)cc2)c(C)c1[N+](=O)[O-] | 0.6 | 15.2 | -1.0 | 4.5 | -7.7 | -0.1 | -2.0 | 103.0 | 22.0
CN1CCc2nc3ccc(Cl)cc3c(-c3ccccc3Cl)c2C1 | 2.8 | -10.1 | 30.0 | 6.9 | -35.5 | -2.5 | 21.8 | 111.0 | 41.3
CC1CCN(C(=O)COc2cccc3c2CCN(C)C3=O)CC1 | 2.3 | 5.6 | -4.0 | -16.5 | -7.2 | -1.7 | -12.6 | 83.0 | -10.4
C/C(=N/NC(=O)c1ccccc1O)c1ccc(N2C(=O)C3CCCCC3C2=O)cc1 (stereo not drawn) | -2.0 | -2.9 | -1.0 | 17.1 | 5.5 | -0.2 | -9.4 | 95.0 | -4.8
COc1ccc(C(=O)N2CCCC(CCC(=O)NCc3ccc(F)c(F)c3)C2)o1 (stereo not drawn) | -6.1 | 2.5 | . | 0.2 | 8.7 | -2.1 | -19.6 | . | 10.4
O=C1CCN(Cc2ccccc2)CCN1[C@H](CO)Cc1ccccc1 | 0.3 | 10.0 | -5.0 | -3.2 | 2.7 | -0.9 | -18.5 | 106.0 | 7.4
Cc1nn(CC(=O)N2CCN(c3ccccc3)CC2)c(=O)c2cccn12 | -1.6 | -8.1 | -1.0 | -4.3 | 5.7 | -0.1 | -2.6 | 100.0 | 8.8
CCOC(=O)N1CCN(C(=O)C2CCC(CNS(=O)(=O)c3ccc(Cl)cc3)CC2)CC1 (stereo not drawn) | -4.7 | 14.5 | 8.0 | -1.0 | 0.6 | -3.1 | -6.6 | 111.0 | -2.4
CCOc1ccc(N(C(=O)/C=C/C(=O)Nc2cc(C)on2)C(C(=O)NC2CCCC2)c2ccccc2C)cc1 (stereo not drawn) | -0.8 | 3.1 | -1.0 | 1.2 | -0.9 | -3.4 | -9.8 | 96.0 | 10.5
O=C(O)/C=C/C(=O)NCCNc1ncc(C(F)(F)F)cc1Cl | -2.7 | 15.5 | -6.0 | -16.7 | -5.1 | -3.1 | 0.8 | 92.0 | 16.9
CC1=C(c2ccc(F)cc2)[N+](=O)C(C)(C)N1[O-] | -4.7 | 28.2 | -11.0 | 6.0 | 2.5 | -2.1 | 0.9 | 91.0 | 7.8
CC(C)n1c(CSCc2ccc(Cl)cc2Cl)n[nH]c1=S | -5.6 | -6.4 | -21.0 | 4.2 | 8.0 | -3.0 | -23.7 | 90.0 | 3.0
CN(C)c1ccc(CNC2C3CC4CC(C3)CC2C4)cc1 (stereo not drawn) | -1.9 | 11.5 | 2.0 | -2.4 | -5.5 | -3.4 | 13.6 | 103.0 | 9.1
CCOc1ccccc1NS(=O)(=O)c1cc2c3c(c1)C(C)C(=O)N3CCC2 (stereo not drawn) | -1.7 | . | -2.0 | 14.1 | -1.1 | -2.6 | -24.6 | 101.0 | 26.7
Cc1c(CNC(=O)c2cnn3c2NC(c2ccccc2)CC3C(F)(F)F)cnn1C (stereo not drawn) | -2.8 | -31.4 | 3.0 | 0.7 | 3.7 | -2.7 | -31.0 | 106.0 | -43.9
O=C(Nc1ccc2oc(-c3ccccc3F)nc2c1)c1ccccc1F | -2.1 | 7.7 | 16.0 | -6.2 | 1.4 | -1.5 | -25.2 | 102.0 | 5.3
O=C(Nc1ccc2c(c1)C(=O)NC2=O)c1ccccc1 | 3.6 | 20.2 | -1.0 | 1.1 | 7.2 | -0.6 | -2.6 | 103.0 | 12.0
CCCn1c(SCC(=O)N2CCCc3ccccc32)nnc1-c1ccco1 | 0.8 | 10.8 | 3.0 | 9.9 | 0.8 | 0.3 | -29.0 | 95.0 | -8.4
CCCN(/C=N/c1sc2c(c1C#N)CCCCC2)CCC | -0.3 | -13.6 | 3.0 | 3.7 | 9.6 | -2.8 | -8.1 | 104.0 | 5.9
COc1ccc(C)cc1S(=O)(=O)N1CCCC(C(=O)N2CCOCC2)C1 (stereo not drawn) | -1.5 | 4.5 | 2.0 | -8.7 | 0.1 | -2.0 | -15.2 | 106.0 | 4.9
NS(=O)(=O)c1cccc(NC(=O)CCSc2ccccc2Cl)c1 | 0.3 | -2.1 | -4.0 | 6.4 | -7.5 | -1.8 | 3.9 | 90.0 | 25.3
Cc1ccccc1/C=C/C(=O)N1CCOCC1 | -0.2 | 0.0 | 2.0 | -3.0 | 0.8 | -1.3 | 0.4 | 105.0 | 8.8

Screens (PubChem)
